Screens (PubChem BioAssay)
PI4K2A block: qHTS for small molecular inhibitors of PI4K2A; Phosphatidylinositol 4-kinase type 2-alpha (Homo sapiens), Q9BTU6; purified PI4K2A, ADP-Glo luminescence, 1 h; stronger effect = lower value; activity change, negative = inhibition, % at 76.9 µM; 420,000 compounds, 0.13% hits; in the data active = activity change below about -50%; inconclusive = mostly about -30% to -49%;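 also: -100% = wells without enzyme as full effect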
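ADP-Glo luminescence measured ADP generated by PI4K2A enzyme (4 ug/mL before mixing) with 1.2 mM PI substrate (pre-mix) and 300 microM ATP (pre-mix). Tris pH7.5 buffer with MgCl2, Triton X-100; 1 h reaction at ambient temperature.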
Tb PGK inh: qHTS Assay to Find Inhibitors of Phosphoglycerate Kinase | PGK/GAPDH coupled, Kinase-Glo luminescence, 60 min | Potency, µM (highest dose often 57.5 µM), inactives show top-dose activity change, negative = inhibition, usual class: inhibitors | 380,000 compounds, 0.043% hits | AID 602233, 2012; also: potency is read from the fitted curve at half-maximal effect; % is scaled to controls: 0 for no effect and ±100 for the full control effect; nearly all actives have a fitted effect of over 60% in size
Target sequence (P07378 whole entry, looked up): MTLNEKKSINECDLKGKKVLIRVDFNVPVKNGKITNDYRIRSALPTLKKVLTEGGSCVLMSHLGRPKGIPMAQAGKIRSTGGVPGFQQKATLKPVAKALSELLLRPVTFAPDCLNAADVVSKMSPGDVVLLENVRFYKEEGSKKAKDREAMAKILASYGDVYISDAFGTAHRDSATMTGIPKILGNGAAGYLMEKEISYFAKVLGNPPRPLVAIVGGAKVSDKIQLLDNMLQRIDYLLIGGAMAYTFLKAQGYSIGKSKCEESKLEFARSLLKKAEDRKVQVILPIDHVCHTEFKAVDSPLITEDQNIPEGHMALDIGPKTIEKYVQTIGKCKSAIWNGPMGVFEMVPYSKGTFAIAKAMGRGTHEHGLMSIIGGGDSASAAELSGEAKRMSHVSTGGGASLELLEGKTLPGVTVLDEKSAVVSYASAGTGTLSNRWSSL
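Recombinant glycosomal PGK reaction used 1,3-bisphosphoglycerate generated in-well by GAPDH (100nM final) in 100mM TEA pH 7.6, 5mM MgCl2, 0.01% Tween-20. After 60 minutes at room temperature, ATP was read by Kinase-Glo Plus luminescence end-point.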
GLS inh: qHTS for Inhibitors of Glutaminase (GLS). Glutaminase kidney isoform, mitochondrial (Homo sapiens), O94925. GLS enzymatic activity, qHTS titration. 410,000 compounds, 0.21% hits. Potency, µM (top dose mostly 45.5 µM), for the others: at the top dose activity change, negative = inhibition, hits mostly inhibitors; also: potency is read from the fitted curve at half-maximal effect; % is scaled to controls: 0 for no effect and ±100 for the full control effect
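Coupled fluorescence readout: glutamate oxidase/HRP/Amplex Red detect glutamate formed by hKGA from L-glutamine (1 mM solution added). Buffer 45 mM KH2PO4 pH 8.2, 0.02% Tween-20; reads at t0 and 30 min RT.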
BAZ2B block: qHTS Assay for Inhibitors of BAZ2B | Bromodomain adjacent to zinc finger domain protein 2B (Homo sapiens), Q9UIF8 | AlphaScreen BAZ2B-H3K14Ac peptide displacement | Potency, µM (titrated, usually from 114 µM), for inactives: top-dose activity change, negative = inhibition, hits mostly inhibitors | 360,000 compounds, 4.4% hits | AID 504333, 2011; also: potency is read from the fitted curve at half-maximal effect; % is scaled to controls: 0 for no effect and ±100 for the full control effect; nearly all actives have a fitted effect of over 60% in size
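Inhibition is scored as reduced AlphaScreen emission. The BAZ2B/b-H3(5-23)K14Ac complex (50 nM each) in PBS pH 7.4, 0.01% Tween-20 meets compound (up to 110 uM) for 30 min at RT before bead addition.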
G9a block: qHTS Assay for Inhibitors of Histone Lysine Methyltransferase G9a; AID 504332, 2011; Histone-lysine N-methyltransferase EHMT2 (Homo sapiens), Q96KQ7; G9a H3K9 monomethylation, AlphaScreen, 2 h; Potency, µM (series often up to 102 µM), without a hit: at the top dose activity, negative = inhibition, usual class: inhibitors; 350,000 compounds, 8.8% hits; also: potency is read from the fitted curve at half-maximal effect; % is scaled to controls: 0 for no effect and ±100 for the full control effect; nearly all actives have a fitted effect of over 75% in size
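Readings reflect AlphaScreen signal from monomethyl-H3K9 antibody detection. HMT at 20 nM; substrate b-H3K9 500 nM; cofactor SAM 20 uM; 2 h RT reaction; compounds tested as titrations in qHTS with 15 min preincubation.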
ERG-DNA inh: qHTS for Small Molecule Inhibitors of the ERG Ets/DNA interaction; fluorescence polarization, His-ERG Ets domain / labelled DNA; Potency, µM (series often up to 76.9 µM), without a hit: at the top dose FP activity, negative = inhibition, usual class: inhibitors; 370,000 compounds, 0.028% hits; active = well fitted inhibition curve with a large enough effect in the polarisation, with a control signal flat; inconclusive = small, poorly fitted or top-dose-only effect, or effect the other way, or a change in a side signal; inactive = no such curve, though single readings can be large or run the other way; the % refers to the polarisation;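 also: polarization taken with two DNA probes labelled with fluorescein and Texas red; potency is read from the fitted curve at half-maximal effect; % of control where 0% means no effect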
Target sequence (P11308 whole entry, looked up, the tested form may be a part): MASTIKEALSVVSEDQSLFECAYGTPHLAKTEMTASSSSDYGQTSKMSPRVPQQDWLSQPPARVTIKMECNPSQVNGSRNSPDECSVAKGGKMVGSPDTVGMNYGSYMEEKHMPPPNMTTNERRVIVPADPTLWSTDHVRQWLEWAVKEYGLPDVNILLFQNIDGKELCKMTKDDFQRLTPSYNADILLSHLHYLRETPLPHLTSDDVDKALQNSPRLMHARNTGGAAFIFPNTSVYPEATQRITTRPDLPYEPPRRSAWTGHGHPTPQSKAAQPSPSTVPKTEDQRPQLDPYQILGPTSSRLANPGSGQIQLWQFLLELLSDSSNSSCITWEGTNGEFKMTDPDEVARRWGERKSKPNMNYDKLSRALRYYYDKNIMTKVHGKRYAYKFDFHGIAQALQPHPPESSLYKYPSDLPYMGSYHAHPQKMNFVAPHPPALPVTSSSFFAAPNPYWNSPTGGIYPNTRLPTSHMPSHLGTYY
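His-tagged ERG Ets domain (1 uM in the protein solution; 300mM KCl, 50mM Tris-HCl, 1mM EDTA, 1mM DTT, pH 7.5) received compound, then a probe mix of 5 nM fluorescein-DNA and 100nM Texas-615-DNA. Fluorescence polarization was read for both dyes.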
Pin1 inh: qHTS Assay to Find Inhibitors of Pin1; Pin1 FP peptide displacement, HiFluor488, 10 min; Potency, µM (highest dose often 115 µM), without a hit: top-dose activity, negative = inhibition, actives largely listed as inhibitors; 390,000 compounds, 0.009% hits; AID 504891, 2011; active = well fitted inhibition curve with a large enough effect in the polarisation, with a control signal flat, not every such curve was filed as active; inconclusive = small, poorly fitted or top-dose-only effect, or effect the other way, or a change in a side signal; inactive = no such curve, though single readings can be large or run the other way; the % refers to the polarisation; also: potency is read from the fitted curve at half-maximal effect; % is scaled to controls: 0 for no effect and ±100 for the full control effect
JMJD2A Tudor inh: qHTS Assay for Inhibitors of JMJD2A-Tudor Domain; 390,000 compounds, 4.4% hits; Potency, µM (top dose mostly 114 µM), without a hit: at the top dose activity change, negative = inhibition, usual class: inhibitors; AID 504339, 2011; Lysine-specific demethylase 4A (Homo sapiens), O75164; AlphaScreen JMJD2A-Tudor / H3K4me3 peptide binding; also: potency is read from the fitted curve at half-maximal effect; % is scaled to controls: 0 for no effect and ±100 for the full control effect; nearly all actives have a fitted effect of over 50% in size
HP1b binding inh: HTS for Inhibitors of HP1-beta Chromodomain Interactions with Methylated Histone Tails. Chromobox protein homolog 1 (Homo sapiens), P83916. AlphaScreen HP1-beta / biotin-H3K9me3 peptide binding. Potency, µM (top dose mostly 114 µM), for the others: at the highest dose activity change, negative = inhibition, hits mostly inhibitors. 390,000 compounds, 0.56% hits; also: potency is read from the fitted curve at half-maximal effect; nearly all actives have a fitted effect of over 70% in size; inactives centre near 23
Target sequence (P83916 whole entry, looked up): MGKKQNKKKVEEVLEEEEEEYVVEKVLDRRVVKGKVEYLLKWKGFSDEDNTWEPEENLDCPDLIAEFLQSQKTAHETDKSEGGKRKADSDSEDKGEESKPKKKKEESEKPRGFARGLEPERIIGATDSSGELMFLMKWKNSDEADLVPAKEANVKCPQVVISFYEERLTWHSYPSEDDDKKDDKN
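HP1-beta protein (50 nM final) preincubated 30 min at room temperature with biotinylated H3(1-18)K9me3 peptide (50 nM) in PBS pH 7.4, 0.01% Tween-20, then compound added for 30 min. AlphaScreen streptavidin donor/nickel chelate acceptor beads (10 ug/mL final), 30 min dark, luminescence read.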
The depositor's hits bear a star; i = inactive; ? = inconclusive; / = no result given; & = joins results of further samples; [ ] = remark or other dose. Unless noted, calls follow the shape of the dose curve; as a rule, active = well fitted curve in the direction sought with a large enough effect; inconclusive = small, poorly fitted or top-dose-only effect, or another doubt; inactive = no such curve, though single readings can be large; an effect the other way counts as inactive or inconclusive.

SMILES	PI4K2A block	Tb PGK inh	GLS inh	BAZ2B block	G9a block	ERG-DNA inh	Pin1 inh	JMJD2A Tudor inh	HP1b binding inh
O=C(Nc1ccccc1C(=O)O)c1ccc(Br)c(S(=O)(=O)NCc2ccccc2)c1	6	0%	8%	-30%	10%	2%	0%	-8%	32%
COc1cccc(NC(=O)c2cc([N+](=O)[O-])ccc2NCc2cccnc2)c1	-4	-11%	4%	-35%	13%[59 µM]	-3%	-5%	-33%	?
O=C(O)c1ccc(-c2nnc(-c3cccc(Br)c3)o2)cc1	-1	-7%	0%	0%	11%	7%	3%	-13%	28%
Cc1cccc(N2CC3=C(C2=O)C(c2ccccc2)NC(=O)N3C)c1 (stereo unspecified)	1	-3%	0%	-4%	-48%[12.7 µM]	6%	0%	-13%	7%
CCc1ccc(N/C(SC)=C(/C#N)C(N)=O)cc1	8	-2%	-1%	-35%	38%[0.501 µM]	3%	-3%	-1%	21%
Cc1ccc(N(C(C)C(=O)Nc2c(C)n(C)n(-c3ccccc3)c2=O)S(C)(=O)=O)cc1C (stereo unspecified)	0	5%	1%	-2%	12%	7%	-1%	-6%	9%
COc1ccc(NC(=O)CN(C)CC(=O)Nc2cccc(F)c2)cc1S(=O)(=O)N1CCCCC1	0	-6%	-3%	/	/	23%	-15%	2.8µM*	?
Cc1cc(C)c(NC(=O)CSc2nc3[nH]ncc3c(=O)[nH]2)c(C)c1	19	0%	2%	-1%	6%	5%	-2%	-6%	19%
CCOc1ccccc1N(CC(=O)NC1CCCCC1)S(=O)(=O)c1ccccc1	3	0%	-9%	-1%	25µM*	7%	1%	-9%	8%
Cc1ccccc1Nc1nc2ccccc2s1	-5	2%	12%	2%	6%[59 µM]	-12%	-1%	-4%	33%
CC(Oc1ccc(C#N)cc1)C(=O)Nc1ccc(-n2cnnn2)cc1 (stereo unspecified)	1	2%	-2%	-3%	-3%	1%	-3%	-3%	30%
COC(=O)c1cc(OC)c(OC)cc1NC(=O)CSc1ccc(C)cc1	-2	-3%	4%	3%	14%	-5%	1%	-14%	21%
CC(NC(=O)c1ccc2c(=O)n3c(nc2c1)CCC3)c1ccc(S(N)(=O)=O)cc1 (stereo unspecified)	0	5%	-7%	-7%	-2%	1%	12%	-9%	25%
Cc1c(C)n(CC(O)CNCCO)c2ccccc12 (stereo unspecified)	7	-10%	21%	45µM*	8.9µM*	-1%	-7%	13µM*	?
O=C1c2ccccc2C2NC(=O)C3(CCCCC3)N12 (stereo unspecified)	-1	i	-6%	0%	6%	-7%	2%	-16%	32%
Cc1nc(NC(=O)CSc2nc(N)cc(N)n2)sc1C	2	-2%	2%	-11%	19%[59 µM]	2%	-5%	-11%	10%
C=CCSC1=C(C#N)C(c2ccc(OCC)cc2)CC(=O)N1 (stereo unspecified)	5	-2%	5%	10%	?	-15%	1%	-19%	8%
Cc1cc(C)c(S(=O)(=O)NCC(c2ccc3c(c2)OCO3)N2CCOCC2)c(C)c1 (stereo unspecified)	-3	-1%	8%	8%	?	/	-1%	-13%	21%
Cc1sc2nc(N3CCOCC3)[nH]c(=O)c2c1-c1ccccc1	8	-3%	3%	-1%	1%	-7%	1%	-15%	-1%
Cc1cccc(N=C2NC(=O)/C(=C/c3cccn3C)S2)c1	1	-6%	15%	40µM*	/	2%	?	?	2%
Cc1ccc(S(=O)(=O)N(C)C)cc1NC(=S)NNC(=O)C(N)=O	0	-9%	0%	-25%	45µM*	-3%	-2%	-24%[11.4 µM]	37%
COC(=O)c1sc(N2C(=O)C(=O)/C(=C(/O)c3ccccc3)C2c2ccco2)nc1C (stereo unspecified)	2	0%	14%	-25%	35µM*	1%	-3%	-18%	-3%
O=C(O)/C=C1\CCCc2ccccc2C1O (stereo unspecified)	0	1%	-2%	-1%	11%&34%[59 µM]	2%	?	-14%	18%
O=C(/C=C\c1ccccc1[N+](=O)[O-])Nc1ccccc1	1	1%	2%	-20%	-2%	-4%	1%	-8%	22%
CC(=O)c1ccc(NC(=O)c2ccc(COc3ccccc3[N+](=O)[O-])o2)cc1	3	-8%	-6%	12%	19%[59 µM]	/	49%[activator]	-7%	36%
CSc1ccccc1NC(=O)Cn1c([N+](=O)[O-])cnc1C	-2	-4%	1%	2%	8%	-15%	2%	-3%	12%
O=C(CN1CCN(c2ccccc2F)CC1)Nc1ccccc1F	3	-10%	11%	-14%	50µM*	8%	-4%	-14%	36%
Cc1ccc(S(=O)(=O)N2CCOCC2)cc1NC(=O)Cn1ccsc1=N	1	-3%	1%	0%	3%[59 µM]	-5%	4%	-2%	35%
COc1ccc(C(=O)c2c[nH]cc2-c2ccccc2)cc1	2	-6%	-7%	-7%	13%[59 µM]	4%	-2%	-19%	2%
CCOC(=O)C1CCCN(CCC(=O)Nc2cccc(F)c2)C1 (stereo unspecified)	3	-7%	0%	/	-2%[59 µM]	-14%	2%	-10%	33%
O=C(c1ccc2c(=O)n3c(nc2c1)CCCCC3)N1CCN(c2ccccc2F)CC1	5	-5%	13%	-31%	/	7%	-4%	-24%	17%
CCOc1cc(N2CCOCC2)c(OCC)cc1NC(=O)COC(=O)c1ccccc1C	-16	i	4%	-8%	-9%[59 µM]	-9%	-2%	-19%	-2%
COc1ccc(S(=O)(=O)N2CCN(C(=O)c3cc(C)oc3C)CC2)cc1	0	-8%	1%	-24%	?	9%	0%	-16%	-5%
O=C(CN1CCN(S(=O)(=O)c2ccc(F)cc2)CC1)Nc1ccc(Cl)cn1	-1	7%	-4%	-3%	/	7%	4%	-6%	23%
Cc1ccc(NN2C(=O)C=C(c3ccc(Cl)cc3)C2=O)cc1	18	-4%	35%[activator]	2%	12%[59 µM]	-2%	1%	-12%	17%
CC(C)C(c1nnnn1C1CCCCC1)N1CCCc2ccccc21 (stereo unspecified)	-3	3%	6%	-11%	-7%[59 µM]	-5%	0%	5%[11.4 µM]	-14%
COc1ccccc1C(=O)COC(=O)CNS(=O)(=O)c1ccc(C)c(C)c1	0	i	1%	6%	9%	5%	0%	-17%	7%
CCOc1ccccc1OCCCCOc1ccccc1F	-4	-9%	4%	190%[activator]	114%[activator][59 µM]	-1%	-2%	125%[activator]	257%[activator]
CCOc1ccccc1NC(=O)CN(C)S(=O)(=O)c1ccc2[nH]c(=O)oc2c1	5	-1%	1%	-32%	14%	1%	-8%	-15%	52%[activator]
Cn1cnc(S(=O)(=O)NCc2ccccc2)c1	4	-4%	7%	0%	16%	/	-5%	4%	37%
Cc1cc(F)c(F)c(C(=O)N2C(C)CCCC2C)c1Cl (stereo unspecified)	-4	-9%	-5%	-2%	2%	-2%	0%	14%	44%[activator]
Cc1ccc(C)c(NC(=O)CN2C(=O)CC(C)S(=O)(=O)c3ccccc32)c1 (stereo unspecified)	-1	1%	1%	-3%	/	-3%	-8%	-6%	32%
COc1ccccc1NC(=O)C(=O)N1CCCC1	2	-16%	4%	-29%	-21%	1%	-2%	-10%	38%[activator]
O=C(COC(=O)c1cncc(Br)c1)Nc1ccc(N2CCCCC2)cc1	-2	i	23%	?	?	-12%	0%	?	4%
CC(=O)c1ccc(NC(=O)C2CCCN(S(=O)(=O)c3c(C)[nH]c(=O)[nH]c3=O)C2)cc1 (stereo unspecified)	1	i	1%	-13%	7%	3%	6%	-2%	17%
O=C(CCCc1ccccc1)N1CCN(c2ccc([N+](=O)[O-])cc2)CC1	-5	-9%	2%	-26%	32%[0.501 µM]	-9%	15%	-25%	4%
Cc1ccc(S(=O)(=O)N2C[C@@H]3[C@H]4CC[C@H](C4)[C@@H]3[C@@H](C)[C@@H]2c2ccn([Si](C(C)C)(C(C)C)C(C)C)c2)cc1	0	5%	15%	/	/	2%	3%	-14%	18%
CC(=O)OCC(=O)NCC(=O)c1c[nH]c2ccccc12	2	6%	3%	-17%	0%	2%	0%	-18%	48%[activator]
Cc1cc(OCCCN2CCN(Cc3ccccc3)CC2)ccc1[N+](=O)[O-]	8	-3%	5%	18µM*	8.9µM*	16%	-3%	10µM*	?

BAZ2B block, hit marks shown above.
SMILES	PI4K2A block	Tb PGK inh	GLS inh	BAZ2B block	G9a block	ERG-DNA inh	Pin1 inh	JMJD2A Tudor inh	HP1b binding inh
Cc1c(C)n(CC(O)CNCCO)c2ccccc12 (stereo unspecified)	7	-10%	21%	45µM*	8.9µM*	-1%	-7%	13µM*	?
Cc1cccc(N=C2NC(=O)/C(=C/c3cccn3C)S2)c1	1	-6%	15%	40µM*	/	2%	?	?	2%
Cc1cc(OCCCN2CCN(Cc3ccccc3)CC2)ccc1[N+](=O)[O-]	8	-3%	5%	18µM*	8.9µM*	16%	-3%	10µM*	?

An unsorted share of the library; any-hit rate near 11%.
